From PubChem BioAssay
tim10-1 inh: growth inhibitors of tim10-1 mutant yeast. S. cerevisiae tim10-1 ts strain growth, BacTiter-Glo, 24 h. inhibition, % at 20 µM. actives 2.2% (n = 330,000). AID 463190;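 active = inhibition of at least 40%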;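 also: mutant grown at 25 °C; 0% = DMSO wells with yeast and 100% = wells holding no yeast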
Jurkat NFkB inh: lowers PMA/ionomycin-induced NF-kB signal in Jurkat cells. PMA/ionomycin-induced NF-kB luciferase reporter, luminescence. inhibition, % at 4 µM. actives 0.53% (n = 330,000); in the data active = inhibition above about 50%
UPR CHOP act: apoptotic UPR (CHOP) activation; CHO-CHOP luciferase reporter, luminescence; percent of tunicamycin response over DMSO baseline; AID 449763; activation, % at 10 µM; actives 0.34% (n = 330,000);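 active = at 10 µM dose, activation of 40% or more, normalized to positive control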;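 also: 100% = tunicamycin at 10 µg/mL and 0% = DMSO alone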
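Test system: CHO-CHOP cells, stable luciferase reporter of PERK-eIF2a-CHOP signalling | Quantity: 500 CHO-CHOP cells per well | Buffer or medium: F12 plus 10% serum | Compound dosing: 10 µM single point, 0.5% DMSO | Schedule: 6 h compound treatment, 37 °C | Signal: Luciferase luminescence | Control set: Tunicamycin high control, DMSO low control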
UPR XBP1 act: adaptive UPR (XBP1) activation; actives 0.33% (n = 330,000); CHO-XBP1 luciferase reporter, IRE1-XBP1 UPR activation, luminescence; percent of tunicamycin response, DMSO as zero; activation, % at 20 µM;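 active = versus positive control, 20 µM dose yields 30% or more activation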;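 also: 100% = tunicamycin at 10 µg/mL and 0% = DMSO only wells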
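Test system: CHO-XBP1 luciferase reporter cells | Buffer or medium: Serum-containing F12 medium, 10% FBS | Schedule: 6 h compound exposure at 37 °C, 5% CO2 | Detection: Steady-Glo luciferase glow luminescence, 10 min after reagent addition | Read-out basis: Activation, % of tunicamycin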
TIM10 inh: growth inhibitors of TIM10 yeast strain | S. cerevisiae TIM10 strain growth, BacTiter-Glo luminescence, 24 h | inhibition, % at 10 µM | actives 1.4% (n = 330,000);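 active = inhibition of 40% or more at the single tested concentration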;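 also: wild-type TIM10 isogenic control strain grown at permissive 25 °C; 0% = DMSO yeast wells and 100% = minimal medium wells without yeast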
tim23-1 inh: growth inhibitors of tim23-1 mutant yeast; S. cerevisiae tim23-1 growth, BacTiter-Glo luminescence, 24 h; inhibition, % at 20 µM; actives 1.3% (n = 330,000);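 active = growth inhibition of the mutant yeast at or above 50%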;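 also: temperature-sensitive mutant grown at 25 °C; plate controls were DMSO-treated mutant yeast for no effect and medium wells lacking yeast for full effect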
Mdm2 MdmX PPI: human Mdm2/MdmX binding inhibition | O15151+Q00987 | SaOS-2 split-luciferase Mdm2/MdmX complementation, luminescence | inhibition, % at 8 µM | actives 3% (n = 330,000) | AID 485346;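 active = inhibition of at least 50% at 8 µM in the primary screen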
Target sequence (O15151 whole entry, looked up): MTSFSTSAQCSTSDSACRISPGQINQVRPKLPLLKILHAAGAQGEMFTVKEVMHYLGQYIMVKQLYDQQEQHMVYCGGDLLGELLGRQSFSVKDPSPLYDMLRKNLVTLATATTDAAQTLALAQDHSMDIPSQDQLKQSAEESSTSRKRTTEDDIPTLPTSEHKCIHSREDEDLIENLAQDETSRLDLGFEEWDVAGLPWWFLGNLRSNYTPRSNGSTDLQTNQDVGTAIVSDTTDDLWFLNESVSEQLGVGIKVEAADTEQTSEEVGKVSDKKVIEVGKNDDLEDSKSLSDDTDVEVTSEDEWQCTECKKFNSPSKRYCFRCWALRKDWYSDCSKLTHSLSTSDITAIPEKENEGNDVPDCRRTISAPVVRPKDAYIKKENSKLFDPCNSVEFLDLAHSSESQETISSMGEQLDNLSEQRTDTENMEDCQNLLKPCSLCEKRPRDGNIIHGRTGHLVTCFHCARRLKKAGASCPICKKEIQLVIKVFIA
Target sequence (Q00987 whole entry, looked up): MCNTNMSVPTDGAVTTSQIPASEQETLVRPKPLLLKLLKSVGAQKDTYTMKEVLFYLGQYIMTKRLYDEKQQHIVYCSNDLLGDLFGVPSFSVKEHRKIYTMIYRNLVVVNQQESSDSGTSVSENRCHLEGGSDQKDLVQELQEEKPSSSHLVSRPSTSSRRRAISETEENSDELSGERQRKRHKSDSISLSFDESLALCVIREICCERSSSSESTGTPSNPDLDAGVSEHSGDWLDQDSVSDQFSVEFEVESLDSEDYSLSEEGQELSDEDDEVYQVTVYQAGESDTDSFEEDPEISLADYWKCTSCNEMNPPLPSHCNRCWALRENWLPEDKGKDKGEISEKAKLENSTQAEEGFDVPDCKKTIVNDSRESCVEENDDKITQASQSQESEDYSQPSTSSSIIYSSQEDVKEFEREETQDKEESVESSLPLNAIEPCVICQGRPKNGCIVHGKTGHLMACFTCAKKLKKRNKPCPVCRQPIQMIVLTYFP
697 NFkB inh: lowers PMA/ionomycin-induced NF-kB signal in 697 B cells. 697 B-cell NF-kB luciferase reporter, 16 h. inhibition, % at 4 µM. actives 0.33% (n = 330,000). AID 435022; in the data active = inhibition above about 35%
The depositor's hits bear a star; & = joins results of further samples.

SMILES	tim10-1 inh	Jurkat NFkB inh	UPR CHOP act	UPR XBP1 act	TIM10 inh	tim23-1 inh	Mdm2 MdmX PPI	697 NFkB inh
O=C(O)CC(c1ccccc1)N1C(=O)c2ccccc2C1=O (centres undefined)	4	-3	-0.6	-2	-10	-2	7	19
CC1C(=O)N2CCCc3cc(NC(=O)C(=O)NCCCc4ccccc4)cc1c32 (centres undefined)	25	8	-1.6	-2	2	9	44	21
COc1ccc(NCc2nnc(SCC(=O)Nc3nc(-c4ccccc4)cs3)n2-c2ccccc2)cc1	23	18	5.7	7	2	1	49	-28
COC(=O)c1ccc(OC(=O)c2ccccn2)cc1	27	-5	0.1	0	6	12	14	1
N=C(N)c1ccccc1	-11&5	10&7	-0.6&2.4	-4&-10	1&5	0&8	20&-10	22&5
COC(=O)C1=C(N)N(c2ccccc2C(F)(F)F)C2=C(C(=O)CCC2)C1c1ccc2c(c1)OCO2 (centres undefined)	16	0	3.6	5	14	9	-26	16
CCC(CC)C(=O)NCCc1ccc(OC)cc1	-22	-12	-0.5	-2	-4	-2	20	9
Cc1cccc(NC(=O)c2cccnc2Oc2ccccc2)c1C(=O)O	9	-2	-0.9	1	-10	14	2	11
CCOc1ccc(-c2nc(CSc3nncs3)cs2)cc1OC	30	-18	-1.8	5	22	35	-9	-30
N#C/C(=C\c1cn(CCOc2ccccc2)c2ccccc12)C(=O)NCc1ccco1	16	1	1.2	1	-3	5	38	32
CCOC(=O)CN1C(=O)C(Sc2n[nH]c(-c3ccccc3)n2)CCc2ccccc21 (centres undefined)	23	12	-0.2	-3	17	14	-11	-15
CCOc1cc(NC2CS(=O)(=O)CC2O)c(OCC)cc1NC(=O)c1ccccc1 (centres undefined)	9	-12	-0.4	-1	1	6	16	-12
C=CCN(c1cccc(C(F)(F)F)c1)S(=O)(=O)c1cccc(C(=O)OCC(=O)NCCC)c1	19	-11	-0.6	1	2	9	8	-20
CC(C)(C)C(=O)OCc1nc(-c2ccc(Cl)cc2)cs1	45*	-71	1.5	2	24	23	3	-52
CC/C(O)=C(\C#N)c1nnc2n1CCCCC2	7	-4	-2.5	3	-33	2	15	5
Cc1ccc2nc(C)c(C(=O)N/N=C/c3cccc([N+](=O)[O-])c3)cc2c1	47*	3	1.1	1	40	30	-19	13
Oc1ccc(C(=S)N2CCCC2)cc1	-10	-22	-0.1	4	-1	8	9	-2
COc1ccc(S(=O)(=O)N2CCC(C(=O)N[C@@H](C)C(=O)N3CCCCCC3)CC2)cc1	-14	14	0.2	-6	11	2	1	10
COc1ccc(CN2CCC(Cc3ccccc3)CC2)c(C)c1C	20	3	-1.8	-7	6	3	-21	5
C=CCNC(=O)CCCOc1ccc(C)cc1	6	13	1.2	-1	6	12	-6	6
O=C(CCl)Nc1cccn2ncnc12	7	10	-1.7	-7	-8	8	19	18
Cn1c(=O)c2c(SCc3ccccn3)nc(CC(C)(C)C)nc2n(C)c1=O	16	-8	0.8	4	6	24	17	-46
O=C(c1ccc(-n2cncn2)c([N+](=O)[O-])c1)N1CCN(S(=O)(=O)c2ccc(Cl)cc2)CC1	20	-9	-1.7	-4	-6	8	3	-42
CCN(CC)CC(O)COC(c1ccccc1)c1ccccc1 (centres undefined)	-6	-10	2.0	-1	-7	-1	12	8
Cc1cccc(OCC(=O)O/N=C(\N)c2ccc(Br)cc2)c1	3	-11	-1.5	-1	-10	16	12	1

Continuation:
SMILES	tim10-1 inh	Jurkat NFkB inh	UPR CHOP act	UPR XBP1 act	TIM10 inh	tim23-1 inh	Mdm2 MdmX PPI	697 NFkB inh
N=c1c(S(=O)(=O)c2ccc(Cl)cc2)cc2c(=O)n3ccccc3nc2n1CCN1CCOCC1	25	-5	-0.8	1	8	21	16	3
COc1ccc(C2CC(=O)C(C=NCCCO)=C(O)C2)cc1 (centres undefined)	5	1	2.3	-1	4	11	-4	7
O=S(=O)(/N=C(/Nc1cccnc1)c1ccccc1)c1ccc(F)cc1F	-8	-15	-0.7	-1	-5	-5	-6	16
O=C(CCCc1ccccc1)c1ccccc1	10	-176	3.5	-8	9	7	-100	-96
Cc1nnc2ccc(-c3cccc(NC(=O)c4ccc(Cl)nc4)c3)nn12	4	8	2.3	2	11	2	20	10
Cc1c(O)nc(SCC(=O)Nc2nccs2)n(-c2ccccc2F)c1=O	5	-6	1.3	-2	9	15	12	14
COc1ccc(N2CCN(C(=O)C3(C)CC3(Cl)Cl)CC2)cc1 (centres undefined)	10	11	1.0	0	2	14	9	7
O=c1cc(N2CCCCC2)c(-c2ccccc2)nn1Cc1ccc(Cl)cc1	20	9	1.9	-1	10	40	44	0
O=C(NCC1CCCO1)c1ccc(NS(=O)(=O)c2ccccc2)cc1 (centres undefined)	-9	5	0.1	-4	-10	5	5	7
Cc1ccc(NC(=S)Nc2nc(CC(=O)Nc3ccccc3)cs2)cc1	28	-27	0.4	1	-23	-2	4	-5
Cc1ccc(SCC(=O)NCC2CCCO2)cc1 (centres undefined)	-4	-3	1.7	-2	10	16	11	9
Cc1cccc(/C=N/NC(=O)c2ccc3c(c2)OCCO3)c1O	50*	-112	-5.5	-10	65*	63*	15	-352
O=C(CNC(=S)N(Cc1ccccc1)Cc1ccccc1F)NCc1ccccc1	26	1	0.7	1	15	14	28	12
O=C(c1ccccc1)c1nccn1-c1ccc(Cl)nn1	-8	-2	2.1	-1	-13	-9	-12	-1
COc1ccc(NC(=O)c2cc(C3CC3)nc3c2cnn3C(C)C)cc1OC	-1	0	0.0	2	-15	21	26	27
CC(C)Cc1nc2oc3c(N4CCN(CCO)CC4)ncnc3c2c2c1CCCC2	52*	3	44*	6	44*	33	45	6
CCOc1ccccc1NC(=O)CSc1nc2[nH]ncc2c(=O)[nH]1	-4	-3	1.7	0	-4	6	-19	-7
Cn1nccc1/C=C(/C#N)S(=O)(=O)c1ccccc1	10	-10	3.4	2	8	13	-15	12
O=C(OCn1ncc(Br)c(Br)c1=O)c1ccc(F)cc1	73*	27	-11	-6	71*	55*	99*	-37
Cc1nc(C(=O)Nc2ccc(Cl)cc2Cl)nn1-c1cc(OC(C)C)c(Cl)cc1Cl	29	7	-0.6	2	9	6	9	-4
CN(C)/C=C(\C=O)c1cccc(Cl)c1	2	-6	-0.6	2	-20	5	12	1
CNC(=O)CS(=O)CC(=O)Nc1cc(OCCOC)c(Cl)cc1Cl (centres undefined)	7	16	1.0	-1	-11	9	12	-5
CCOc1cc(Br)c(CC(=O)NC2CCCCCC2)cc1OCC	21	4	3.3	0	0	12	16	-16
Cc1ccc(S(=O)(=O)N2CCC(=O)N(CCOCc3ccccc3)CC2)cc1	19	21	1.4	0	9	23	29	12
CCCC[C@H]1COCCS(=O)(=O)N1Cc1ccc(C)cc1	21	6	-0.1	1	-10	-4	1	22

11 consecutive records from above:
SMILES	tim10-1 inh	Jurkat NFkB inh	UPR CHOP act	UPR XBP1 act	TIM10 inh	tim23-1 inh	Mdm2 MdmX PPI	697 NFkB inh
COc1ccc(C2CC(=O)C(C=NCCCO)=C(O)C2)cc1 (centres undefined)	5	1	2.3	-1	4	11	-4	7
O=S(=O)(/N=C(/Nc1cccnc1)c1ccccc1)c1ccc(F)cc1F	-8	-15	-0.7	-1	-5	-5	-6	16
O=C(CCCc1ccccc1)c1ccccc1	10	-176	3.5	-8	9	7	-100	-96
Cc1nnc2ccc(-c3cccc(NC(=O)c4ccc(Cl)nc4)c3)nn12	4	8	2.3	2	11	2	20	10
Cc1c(O)nc(SCC(=O)Nc2nccs2)n(-c2ccccc2F)c1=O	5	-6	1.3	-2	9	15	12	14
COc1ccc(N2CCN(C(=O)C3(C)CC3(Cl)Cl)CC2)cc1 (centres undefined)	10	11	1.0	0	2	14	9	7
O=c1cc(N2CCCCC2)c(-c2ccccc2)nn1Cc1ccc(Cl)cc1	20	9	1.9	-1	10	40	44	0
O=C(NCC1CCCO1)c1ccc(NS(=O)(=O)c2ccccc2)cc1 (centres undefined)	-9	5	0.1	-4	-10	5	5	7
Cc1ccc(NC(=S)Nc2nc(CC(=O)Nc3ccccc3)cs2)cc1	28	-27	0.4	1	-23	-2	4	-5
Cc1ccc(SCC(=O)NCC2CCCO2)cc1 (centres undefined)	-4	-3	1.7	-2	10	16	11	9
Cc1cccc(/C=N/NC(=O)c2ccc3c(c2)OCCO3)c1O	50*	-112	-5.5	-10	65*	63*	15	-352

Additional structures follow:
SMILES	tim10-1 inh	Jurkat NFkB inh	UPR CHOP act	UPR XBP1 act	TIM10 inh	tim23-1 inh	Mdm2 MdmX PPI	697 NFkB inh
Cc1ccc(C(C)C)c(OCC(=O)OCC(=O)c2c(N)n(C)c(=O)n(C)c2=O)c1	7	-14	-2.4	-1	9	-2	17	19
CC(C)(O)C#Cc1ccc(CN2CCN(Cc3ccccc3)C(CCO)C2)cc1 (centres undefined)	7	24	1.6	-4	0	-2	-9	7
Cc1cccc(-n2nnnc2SCC(=O)Nc2ccc(N3CCN(C)CC3)cc2)c1	-8	-15	-1.1	-6	-1	-10	19	-19
Cc1ccc(CCC(=O)Nc2ccc([N+](=O)[O-])cc2)o1	4	-3	2.3	-4	5	14	14	3
O=C(CSc1ccccc1)Nc1ccc(N2CCOCC2)c(F)c1	-13	-43	5.7	-4	-7	6	0	-46
CCSc1nnc(-c2cc(Br)ccc2N=Cc2c(C)[nH]n(-c3ccccc3)c2=O)c(=O)[nH]1	23	0	-0.7	-2	24	13	9	-4
CC(C)c1cc(C(=O)Nc2cc(Cl)ccc2O)no1	18	-115	6.1	9	13	16	-195	-30
C[C@H](NC(=O)c1ccco1)C(=O)Nc1ccc(C#N)cc1	-4	14	-1.7	5	3	-1	-19	0
COc1cc2c(cc1OC)C1=C(C#N)CCC(=O)N1CC2	8	-13	-1.7	2	-8	7	-6	12
COC(=O)C1=C(C)N(Cc2ccccc2)C(=NCc2ccco2)N[C@H]1c1cccc(F)c1	10	5	0.5	-3	2	1	42	14
CCOc1ccccc1CNc1nc2nc3c(c(=O)n2[nH]1)CCC3	9	-3	-0.3	-4	-3	10	36	1
Cc1cccc(N2CCN(S(=O)(=O)c3cc(-c4cc(C)no4)ccc3C)CC2C)c1 (centres undefined)	31	64*	-1.2	-5	13	21	50*	-26
Nc1nonc1-n1nnc(C(=O)N/N=C/c2cc(Br)cs2)c1-c1ccccc1	-40	5	1.6	-4	-27	-11	18	9
O=C(OCCC1Oc2cccnc2NC1=O)c1ccc([N+](=O)[O-])cc1 (centres undefined)	6	3	0.4	0	-13	3	1	17
C=CCOc1ccc(C2/C(=C(\O)c3c(C)[nH]c(C(=O)OC)c3C)C(=O)C(=O)N2CCN(C)C)cc1 (centres undefined)	6	3	-1.7	-1	-5	5	5	11
CCOC(=O)c1cnc(SCC(=O)OC)nc1N	2	-9	3.5	0	-1	-5	-10	9
CC1(C)CC(C)(c2ccc(O)cc2O)N(c2ccc3ccccc3c2)C(=S)N1 (centres undefined)	18	-10	-3.4	-3	7	9	14	21
COc1cccc(CNC(=O)c2cnc(-c3ccccn3)nc2C(F)(F)F)c1	4	-3	1.4	-1	5	-7	27	19
Cc1ccc2c(CN3CC(C)CC(C)C3)cc(=O)oc2c1 (centres undefined)	16	2	2.9	6	9	7	16	-3
CS(=O)(=O)c1ccc(-c2cccc(NC(=O)c3ccco3)c2)nn1	6	7	1.6	-1	9	-1	-9	10
CCC(C(=O)N1CCN(c2cccc(Cl)c2)CC1)c1ccccc1 (centres undefined)	23	-3	-1.5	-2	21	18	11	-10
COc1ccc(NC(=O)[C@H](NC(=O)[C@@H]2Cc3ccccc3CN2)c2ccccc2)cc1	-8	-10	-1.0	-3	-10	-4	-1	13
COc1cc2nc(N(CCCN(C)C)C(=O)c3ccc(S(=O)(=O)N4CCc5ccccc5C4)cc3)sc2cc1OC	11	-7	2.0	1	2	7	30	5
